Akt phos inh – Akt phosphorylation inhibition | activity change, % for hits at 50 µM | Neuro2A IGF-stimulated pAkt S473 HTRF, 20 min; hits give low values | 360,000 compounds, 0.32% hits; in the data active means activity change below about -80%; inconclusive means mostly about -51% to -80%; further: on the % scale 0 is the no-effect control and ±100 the full control effect
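Neuro2A cells in DMEM with 0.5% FBS, overnight at 37 deg C, given compound at single 50 µM final, then IGF (6 nM final) for 20 min at 37 deg C. Lysed; phospho-Akt Ser473 by HTRF after 24 h, 665/615 ratio.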
DRD3 agonist – agonists of human D3 dopamine receptor. P35462. 410,000 compounds, 0.58% hits. D3R DiscoveRx beta-arrestin cells, luminescence, 90 min. max activation, %; in the data active means max activation above about 30%; further: 0% is about no effect; mostly tested at two doses, the higher about 12 µM
Target sequence (P35462 whole entry, looked up): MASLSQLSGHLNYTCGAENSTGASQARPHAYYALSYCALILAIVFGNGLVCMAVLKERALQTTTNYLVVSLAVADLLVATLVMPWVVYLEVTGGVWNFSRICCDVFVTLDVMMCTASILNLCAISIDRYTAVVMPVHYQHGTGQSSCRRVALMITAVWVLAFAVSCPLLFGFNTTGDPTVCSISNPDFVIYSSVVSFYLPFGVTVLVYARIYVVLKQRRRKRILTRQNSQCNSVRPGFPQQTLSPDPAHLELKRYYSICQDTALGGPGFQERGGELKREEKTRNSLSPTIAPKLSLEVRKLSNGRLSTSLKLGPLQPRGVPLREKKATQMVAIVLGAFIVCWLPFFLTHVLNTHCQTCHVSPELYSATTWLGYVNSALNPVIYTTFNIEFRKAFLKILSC
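Agonist-mode cell screen: cells plated at 1500/well and incubated overnight at 37 °C, then exposed to library compounds for 90 min at 37 °C. Detection reagent was added for 30–60 min at room temperature, and luminescence was read.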
PTHR1 agonist – activates the human parathyroid hormone receptor PTHR1; 410,000 compounds, 0.075% hits; Q03431; AID 743266; Potency, µM (top dose mostly 115 µM), without a hit: at the highest dose activation, most hits filed as activators; HEK293 GP2 PTHR1 cells, GloSensor cAMP luminescence, 1 h; further: potency means the concentration at half of the fitted maximal effect; nearly all actives have a fitted effect of over 55% in size; some results filed as inactive show a strong effect at the top dose; inactives centre near -15; many of its hits are not listed in these tables
Target sequence (Q03431 whole entry, looked up): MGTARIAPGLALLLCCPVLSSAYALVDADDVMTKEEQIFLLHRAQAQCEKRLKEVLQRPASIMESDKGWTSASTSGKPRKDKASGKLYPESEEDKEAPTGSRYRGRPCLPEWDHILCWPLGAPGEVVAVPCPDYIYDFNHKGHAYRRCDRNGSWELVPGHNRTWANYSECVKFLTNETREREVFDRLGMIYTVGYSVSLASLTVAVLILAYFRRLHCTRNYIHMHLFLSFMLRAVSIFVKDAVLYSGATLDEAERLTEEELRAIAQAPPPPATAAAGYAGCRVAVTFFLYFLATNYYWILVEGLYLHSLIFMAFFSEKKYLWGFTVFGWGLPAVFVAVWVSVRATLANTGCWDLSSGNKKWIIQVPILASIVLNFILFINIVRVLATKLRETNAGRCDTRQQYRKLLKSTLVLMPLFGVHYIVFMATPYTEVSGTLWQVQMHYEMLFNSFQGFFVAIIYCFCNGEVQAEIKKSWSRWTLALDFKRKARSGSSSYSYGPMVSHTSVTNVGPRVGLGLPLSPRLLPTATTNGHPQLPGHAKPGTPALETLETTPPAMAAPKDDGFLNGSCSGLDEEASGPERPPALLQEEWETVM
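HEK-293-derived GP2 cells expressing PTHR1 and a GloSensor cAMP reporter, 3,000/well, plated overnight, given luciferin plus IBMX (each 0.5 mM as added) for 1 h at 37 °C, then compound for 1 h at 37 °C. Luminescence was read after 15 min at room temperature.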
Mm-Cpn inhibitor – M. maripaludis TRiC chaperonin inhibition; purified Mm-Cpn ATPase, ADP Transcreener TR-FRET; Potency, µM (highest dose often 76.9 µM), without a hit: at the highest dose activity, negative = inhibition, usual class: inhibitors; 330,000 compounds, 0.031% hits; AID 504842; further: potency means the concentration at half of the fitted maximal effect; on the % scale 0 is the no-effect control and ±100 the full control effect; nearly all actives have a fitted effect of over 80% in size
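ATPase turnover read by TR-FRET ADP competition (Eu cryptate antibody/ADP-d2, 665/590 nm): 10uM ATP final, 25nM Mm-CPN final, 30 min 37degC after 10-min compound preincubation, pH 7.4 Tris/KCl/MgCl2/DTT buffer.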
D3 antag – blocks the human D3 dopamine receptor | P35462 | D3R cells, DiscoveRx beta-arrestin luminescence, antagonist mode; hits give low values | max response, negative = inhibition, % | 360,000 compounds, 2.5% hits; in the data active means max response below about -50%; inconclusive means no clear call, values can overlap the other calls; further: on the % scale 0 is the no-effect control and ±100 the full control effect; mostly tested at two doses, the higher about 12 µM
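Cells expressing the human receptor were seeded at 1500 cells/well, incubated overnight at 37 degrees C in 5% CO2, then exposed to library compounds with dopamine controls for 90 minutes at 37 degrees C before luminescent detection.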
CCT chaperon mod – changes cytosolic chaperonin activity; 360,000 compounds, 0.3% hits; AID 651819; purified chaperonin ATPase assay, HTRF ADP detection, 30 min; activity change, % (test concentration not listed), hits read low; in the data active means activity change below about -30%; further: on the % scale 0 is the no-effect control and ±100 the full control effect
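We incubate TRiC, 40 or 20 nM final, with library compounds at 76 uM and 10 uM ATP for 30 min at 37 °C. ADP formed is detected with Transcreener HTRF reagents after 30 min at room temperature.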
EPAC2 ag – activates human EPAC2 exchange factor | EPAC2 activation, biochemical qHTS; response scale: 100% = 6.5 mM cAMP response | Potency, µM (titrated, usually from 154 µM), without a hit: at the top dose activation, actives largely listed as activators | 360,000 compounds, 0.079% hits; further: potency means the concentration at half of the fitted maximal effect; nearly all actives have a fitted effect of over 50% in size
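Compounds were added across a concentration range to EPAC2 (100 nM), RAP1B-BODIPY-GDP (250 nM) and GDP (50 uM). After 5 min at room temperature, fluorescence was recorded at 5-min intervals for 30 min.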
EPAC2 antag – EPAC2 (human) antagonism; Q8WZA2; EPAC2 GEF exchange of Rap1B-BODIPY-GDP, fluorescence; Potency, µM (doses to about 114 µM), for inactives: at the top dose activity, negative = inhibition, most hits filed as inhibitors; 360,000 compounds, 0.18% hits; further: potency means the concentration at half of the fitted maximal effect; on the % scale 0 is the no-effect control and ±100 the full control effect; nearly all actives have a fitted effect of over 45% in size; many of its hits are not listed in these tables
Active calls of the source: *; i = inactive; ? = inconclusive; . = not tested or not shown; & = joins results of further samples; [ ] = another dose, or the depositor's remark. Unless noted, the call rests on the fitted dose curve; in most records, active means well fitted curve in the direction sought with a large enough effect; inconclusive means small, poorly fitted or top-dose-only effect, or another doubt; inactive means no such curve, though single readings can be large; an effect the other way counts as inactive or inconclusive. Some of the compounds tested; the hit share may differ from the screen's.

Second line of a record: CCT chaperon mod, EPAC2 ag, D3 antag, PTHR1 agonist, Akt phos inh, EPAC2 antag, Mm-Cpn inhibitor, DRD3 agonist
> CCCOc1ccc(N2CC(C(=O)Nc3ccccc3C(=O)NCc3ccco3)CC2=O)cc1 (configuration not stated)
  -0.6, 2.3%, 39.3, i, i, -3.2%, -1.8%, -1.8
> Cn1c(=O)c2c(nc(CN3CCc4ccccc4C3)n2Cc2ccc(F)cc2)n(C)c1=O
  0.0, -6.0%, 11.0, i, i, -22.2%, ., 1.8
> Cc1c(NC(=O)Nc2ccc(Cl)c(Cl)c2)sc(=S)n1C
  -0.3, 4.4%, -72.6*, -2.1%, i, 2.5%, ., -26.1
> CC(=O)c1cc(Cc2csc(C(C)=O)c2)cs1
  -3.0, 2.0%, -16.9, 16.1%[57.5 µM], i, 1.7%, 0.2%, -12.4
> COCCNC(=O)C(=O)NNC(=O)CCc1ccccc1
  0.6, -1.6%, 4.2, -26.2%, i, 1.9%, -0.3%, 7.9
> CC(C)(C)[C@H]1C=C(C(=O)N2CCN(Cc3ccccc3)CC2)O[C@@H](OCCCCO)C1
  -2.6, 4.5%, 0.0, -12.5%, i, 2.4%, ., -18.5
> COC(=O)C1C(=O)C(C(=O)c2ccccc2)C(=O)CC1(C)C (configuration not stated)
  2.5, 16.3%, -15.3, -21.3%, i, 22.9%, 0.5%, -4.5
> N#Cc1nc(NCC(F)F)nc(Nc2cc(F)cc(F)c2)n1
  ., -1.9%, ., -45.9%[inhibitor], ., 8.9%, -2.4%, .
> Cc1c(Cc2ccccc2)sc(NC(=O)/C=C/c2cccc3ccccc23)c1C(N)=O
  -1.4, -6.6%, -11.2, -20.9%, i, -1.5%, -0.7%, 1.9
> COc1ccc(C(=O)NC2=NCCS2)cc1S(=O)(=O)N1CCCCC1C (configuration not stated)
  -3.4, 4.4%, -4.1, -23.8%, i, 9.3%, 1.5%, -1.2
> Cc1cc(C(=O)NCc2ccc(Cl)cc2)n(-c2ccccc2)n1
  2.1, 5.0%, 4.2, -2.1%, i, -1.0%, 0.8%, 1.1
> CCOC(=O)CN1C2=NCCN2c2ccccc21
  -0.8, 3.1%, 12.9, i, i, 10.6%, 0.5%, 4.8
> CC1Cc2cc(S(=O)(=O)N3CCC(C(N)=O)CC3)ccc2N1C(=O)C1CC1 (configuration not stated)
  -2.4, -0.4%, -13.6, -15.4%, i, -1.6%, 3.8%, -5.3
> CCOC(=O)NC(=O)/C(N=Nc1cccc(C(F)(F)F)c1)=C(\C)O
  0.7, -6.2%, 13.4, -0.6%, i, 0.5%, 1.2%, 2.4
> Cc1c(Nc2nc(C(F)(F)F)nc3ccccc23)c(=O)n(-c2ccccc2)n1C
  -0.1, 3.6%, 4.8, -21.5%, i, -0.1%, 0.4%, 0.0
> CC1(C)CC(=O)/C(=C(/O)Cc2ccccc2)C(=NCCc2ccccc2)C1
  -0.2, -5.4%, 0.9, i, i, -23.6%, 1.6%, 2.4
> COC(=O)C1(NC(=O)NC23CC4CC(CC(C4)C2)C3)CCCCC1
  -1.3, 7.5%, -5.0, i, i, -5.9%, 2.1%, -2.3
> CCn1cc(C(=O)O)c(=O)c2cc(F)c(N3CCN(C(=S)NC(=O)c4ccc(F)cc4)CC3)cc21
  -0.5, 4.5%, 5.8, ?, i, -1.6%, 0.6%, -11.6
> O=Cc1ccccc1Oc1ccccc1
  -2.4, -2.5%, 23.7, -5.1%[57.5 µM], i, 7.2%, 1.6%, -3.0
> CCOc1ccc(-n2nc3ccc(NC(=O)c4ccc5c(c4)OCCO5)cc3n2)cc1
  -3.3, 5.5%, -12.2, -40.2%[inhibitor][57.5 µM], i, -5.0%, -1.1%, -8.0
> Cc1ccc(NC2CCCN(C(=O)c3ccnc(Cl)c3)C2)cc1C (configuration not stated)
  -0.4, 1.1%, 12.5, i, i, 6.6%, 2.0%, -8.2
> Cc1ccc(S(=O)(=O)Nc2ccc(-c3cn4ccc(C)cc4n3)cc2)cc1
  -1.9, 16.7%, 5.5, -4.8%, i, -9.8%[57.1 µM], -1.7%, 4.6
> CCOc1ccc(S(=O)(=O)n2nc(C)cc2C)cc1
  -2.8, -0.2%, -8.2, i, i, 9.5%, -3.6%, 0.8
> COc1ccc(CNC(=O)CN2CCN(S(=O)(=O)c3c(C)c(C)cc(C)c3C)CC2)cc1OC
  -1.9, 9.7%, -5.9, -28.5%, i, -18.9%, 2.8%, 0.7
> CC(NC(=O)CCC(=O)c1ccc(F)cc1)C1CC2CCC1C2 (configuration not stated)
  -1.2, 8.8%, -7.9, ?, i, 1.2%, 0.4%, -15.6
> O=c1c2ccccc2cnn1-c1ccc(Cl)nn1
  -2.6, 19.0%, -7.4, -8.3%, i, 7.5%, -0.6%, -0.5
> O=C(NCCCN1CCOCC1)/C(=C/c1ccc(-c2cccc([N+](=O)[O-])c2)o1)NC(=O)c1ccccc1
  2.5, 4.2%, 2.8, i, i, 11.7%, ., -1.0
> Cc1noc(C)c1CN1C(=O)NC2(CCc3ccccc3C2)C1=O (configuration not stated)
  0.1, -0.7%, -0.6, i, i, -3.4%, -1.2%, -1.8
> Cc1ccc(-n2c(C)nn(Cc3ccc([N+](=O)[O-])cc3)c2=O)cc1
  -2.3, -1.2%, 0.0, i, i, 18.9%, -4.9%, -4.6
> O=C(COC(=O)c1ccccc1NC(=O)c1ccco1)NC1CCS(=O)(=O)C1 (configuration not stated)
  -0.7, 9.9%, -7.2, -6.7%, i, 1.5%, 0.7%, -1.9
> CCOC(=O)c1cc(NC(=O)C2CCCO2)cc(C(=O)OCC)c1 (configuration not stated)
  -7.0, 6.7%, 3.1, -1.0%, i, 4.5%, -3.9%, 15.3
> Cc1cc(/C=N/NC(N)=S)c(O)c(/C=N/NC(N)=S)c1
  -0.4, ?, -0.2, i, i, 25.0%, -0.8%, 2.7
> CCOc1cc(C)nc(NCCc2ccc(OC)c(OC)c2)n1
  -4.9, 0.5%, 19.4, -11.2%[57.5 µM], i, 1.4%, -0.8%, -1.8
> Nc1nc2ccc(C(=O)NCCOC(=O)C3CCCCC3)cc2s1
  -6.5, -3.2%, -5.1, -11.4%, i, 8.6%, 2.6%, 1.8
> O=C(N/N=C/c1cccnc1)c1cc(-c2ccccc2)nc2ccccc12
  1.1, 9.5%, 2.5, i, i, -11.9%, -0.4%, -13.6
> CCN(C(=O)COc1ncnc2ccc(Br)cc12)C1CCS(=O)(=O)C1 (configuration not stated)
  -2.1, -9.1%, -2.9, -9.2%, i, 10.2%, 2.5%, -5.8
> Cc1cc(C(=O)Nc2cccc(C(=O)O)c2)c(C)o1
  -0.9, 10.1%, -7.7, -16.8%[57.5 µM], i, 2.4%, -5.5%, -1.2
> CC1(C)CC(=O)C2=C(C1)NC1=C(C(=O)c3ccccc31)C2c1cc([N+](=O)[O-])ccc1O (configuration not stated)
  -7.1, 6.9%, -19.3, -18.7%, i, 4.4%, -2.4%, -3.7
> COc1cccc(NC(=O)CCNS(=O)(=O)c2ccc(Br)s2)c1
  -0.6, 13.0%, 0.0, 3.2%&-17.8%, i, -14.4%, 1.7%, -7.4&-3.0
> CCC(=O)NCCC(c1ccco1)c1ccccc1OC (configuration not stated)
  0.5, 14.2%, -9.8, -37.7%[inhibitor], i, 19.1%, 0.5%, -1.7
> Cc1cc(C)c(C#N)c(Nc2ccccc2F)n1
  -0.7, 1.2%, 4.8, i, i, -1.7%, 1.2%, 0.2
> CCOc1cc(N2CCOCC2)c(OCC)cc1NC(=O)COc1ccccc1[N+](=O)[O-]
  -9.3, 7.6%, 11.0, -24.0%, i, -11.3%, 0.2%, 4.6
> CC(NC(=O)C[n+]1cccc(Br)c1)c1ccccc1 (configuration not stated)
  1.0, 6.7%, 6.2, i, i, 1.5%, -0.3%, -5.1
> O=C(Cc1ccc(Cl)cc1)OCc1nnc(-c2ccccc2)o1
  -5.4, 15.8%, -11.1, -15.4%, i, ?, 1.5%, 0.7
> CC(C)OC(=O)c1c(F)c(F)c(N2CCOCC2)c(F)c1F
  1.4, -2.9%, 19.5, i, i, 14.7%, -1.2%, 4.7
> CCCC(C)NC(=O)CSc1nnc(-c2c[nH]c3ccccc23)o1 (configuration not stated)
  0.5, -3.1%, 11.5, -3.0%, i, -10.7%, 0.3%, 1.0
> O=C(OCC(=O)N1CCN(C(=O)c2ccco2)CC1)c1ccccc1
  -2.8, 3.8%, -16.8, i, i, 9.0%, 1.6%, -2.6
> Cc1cccc(Nc2nc3c(c(=O)n(C)c(=O)n3C)n2CC(O)CO)c1 (configuration not stated)
  0.8, -2.0%, 3.5, i, i, 1.2%, -3.0%, 1.2
> O=C(/C=C/c1ccc(F)cc1)NCc1cccs1
  -1.7, -1.8%, 10.1, -14.2%, i, 5.4%, 1.3%, -0.4
> COc1ccc(NC(=O)C(OC)c2ccccc2)cc1Cl (configuration not stated)
  0.3, -2.3%, 9.1, i, i, 6.4%, 0.5%, 4.8
> Cc1cc(NS(=O)(=O)Cc2ccccc2)cc(C)c1OCC(=O)N1CCOCC1
  0.5, -83.2%[inhibitor][15.6 µM], 6.0, i, ., -8.4%, -0.6%, -1.8
> CCCN(CCC)c1nc(N)nc(-c2cc(Cl)ccc2OC)n1
  -3.8, -7.5%, 7.2, i, i, -3.1%, ?, 4.3
> O=C(COc1ccc(Cl)cc1)OCc1csc(Nc2ccccc2)n1
  -0.1, 19.3%, 2.8, i, i, -1.4%, -1.4%, -5.6
> CC(C)CN(C(=O)CCCSc1nc2ccccc2[nH]1)c1c(N)n(Cc2ccccc2)c(=O)[nH]c1=O
  -1.8, -10.4%, 13.6, i, i, -7.4%, 0.1%, 0.5
> CC(C)(C)c1cc(C(=O)N2CCc3ccccc3C2)ccn1
  -1.6, 8.2%, -26.3, -8.7%, i, 3.8%, 0.5%, -8.1
> Cc1cc(C)nc(NC2=NCC(=O)N2c2ccccc2)n1
  -1.2, 3.1%, 31.9, i, i, 2.8%, 1.2%, -3.0
> COC(=O)c1cn(-c2ccccc2)c(=O)c2ccccc12
  -0.4, 2.0%, 21.3, i, i, -9.5%, -1.5%, 12.1
